Screening results as filed in PubChem.
All columns: NCI-60 one-dose screen, growth in % after 48 h at 10 µM unless noted; 100 = growth as untreated, 0 = no growth, -100 = all killed.
MALME-3M: MALME-3M melanoma. hit rate 5.8% among 78,000. AID 1794766
UACC-257: UACC-257 melanoma; hit rate 4.4% among 78,000; AID 1794764
LOX IMVI: LOX IMVI melanoma. hit rate 7.4% among 79,000
MCF7: MCF7 breast cancer; hit rate 6.3% among 82,000; AID 1794796
T-47D: T-47D breast cancer; hit rate 5% among 79,000; AID 1794792
BT-549: BT-549 breast cancer | AID 1794793 | hit rate 4.4% among 78,000
UACC-62: UACC-62 melanoma | hit rate 5.4% among 81,000
HS 578T: HS 578T breast cancer; hit rate 4.1% among 78,000
Numbers without * were called inactive; x = not tested or not shown; & = joins results of further samples; [ ] = dose if it differs, or a comment. How the source made its calls: active means growth percent below 10; inactive means the rest. Random draw from the library (roughly 11% active in at least one column).

SMILES	MALME-3M	UACC-257	LOX IMVI	MCF7	T-47D	BT-549	UACC-62	HS 578T
COC(=O)C[N+](C)(C)Cc1nc(C#N)c(N(C)C)o1	113	88	105	94	87	100	80	87
O=C(CNC(=O)Nc1ccc(C2=NCCN2)cc1)Nc1ccc(C2=NCCN2)cc1	119	104	103	106	109	103	109	107
Nc1ccc(C(=O)Oc2ccccc2)c(O)c1	93&102	95&108	108&94	112&103	115&106	104&77	106&71	96&87
Cc1cccc(NC(=O)Nc2ccc(-n3cnc4cc(-c5ccc(O)cc5)ccc43)cc2)c1	28	32	31	17	4.0*	71	27	82
Cc1nc2ncccn2c1-c1csc(N)n1	122	126	x	89	99	127	105	109
CCc1ccc(NC(=S)n2c(=O)cc(C)c3ccc(O)cc32)cc1	88	102	97	96	93	108	97	97
O=C(O)c1c(Cl)ccc([N+](=O)[O-])c1Cl	103	96	102	90	88	98	91	91
CCCCCN1C=C/C(=C\C(=O)N(C)c2cccc(Cl)c2)c2ccccc21	98	101	95	88	88	103	97	111
O=C1c2ccccc2C(=O)N1CCCCCCCCBr	102	90	98	88	120	105	96	108
CCCN(CC)CCNc1cc(OC)cc2cccnc12	142	77	82	51	x	88	94	79
O=C(O)c1ccc(-c2nn(-c3ccc(C(=O)O)cc3)cc2/C=N/Nc2nc(-c3ccncc3)cs2)cc1	97	104	98	97	96	108	99	94
CCCCCCCCC(=O)C(C)C	108	x	100	102	110	108	96	108
Cc1nn(CC(N)=O)c2c1C(=O)CC(C)(C)C2	104	98	92	104	102	100	89	97
N/C(=N\C(N)=N\c1nc2ccccc2s1)c1cccc([N+](=O)[O-])c1	89	103	53	76	71	x	76	84
CC(=O)Nc1c(C#N)cnc2ccc3oc(=O)ccc3c12	115	100	99	100	102	121	98	96

Reformatted as labelled records: 2 of the compounds above.
> CCCCCCCCC(=O)C(C)C
- MALME-3M: 108
- UACC-257: x
- LOX IMVI: 100
- MCF7: 102
- T-47D: 110
- BT-549: 108
- UACC-62: 96
- HS 578T: 108

> Cc1nn(CC(N)=O)c2c1C(=O)CC(C)(C)C2
- MALME-3M: 104
- UACC-257: 98
- LOX IMVI: 92
- MCF7: 104
- T-47D: 102
- BT-549: 100
- UACC-62: 89
- HS 578T: 97

Four compounds picked at random from the list so far, as already listed:
SMILES	MALME-3M	UACC-257	LOX IMVI	MCF7	T-47D	BT-549	UACC-62	HS 578T
Cc1cccc(NC(=O)Nc2ccc(-n3cnc4cc(-c5ccc(O)cc5)ccc43)cc2)c1	28	32	31	17	4.0*	71	27	82
O=C(O)c1c(Cl)ccc([N+](=O)[O-])c1Cl	103	96	102	90	88	98	91	91
O=C1c2ccccc2C(=O)N1CCCCCCCCBr	102	90	98	88	120	105	96	108
O=C(CNC(=O)Nc1ccc(C2=NCCN2)cc1)Nc1ccc(C2=NCCN2)cc1	119	104	103	106	109	103	109	107

New compounds follow:
SMILES	MALME-3M	UACC-257	LOX IMVI	MCF7	T-47D	BT-549	UACC-62	HS 578T
Clc1ccc(Cc2ccc(Cl)cc2)cc1	100	98	99	99	95	93	113	117
O=S(=O)(NCCNc1nccc(-c2c(-c3ccc(O)cc3)nc3sccn23)n1)c1cccc2ccccc12	100	94	101	97	94	108	106	110
CC(=O)N(CC(O)CO)c1c(I)c(C(=O)NCCO)c(I)c(C(=O)NCC(O)CO)c1I (stereo unspecified)	92	103	x	104	101	94	111	116
COC1OC2COC(c3ccccc3)OC2C(O)C1NC(=O)c1ccccc1 (stereo unspecified)	128	x	93	98	95	x	106	98
O=c1[nH][nH]c(=O)c2nc3ccccc3nc12	122	98	103	85	107	121	114	102
CCCCCCCCCCCCCCCCCCOC(C)=O	100	104	100	93	99	102	102	101
O=C1Nc2cc(Cl)ccc2Oc2cc(Cl)ccc21	91	109	99	91	83	90	97	61
C/C(=N/O)c1ccc(C)s1	105	91	97	95	96	95	88	107
CCC1=C(c2ccc(OC)cc2)C(C)Oc2cc(OC(C)=O)ccc21 (stereo unspecified)	98	x	91	82	65	95	74	83
NC(N)=N/N=C/c1ccccc1S(=O)(=O)O	103	94	88	97	107	108	95	107
OC(c1ccc(F)c(C(F)(F)F)c1)c1cnccc1NC1CCCCC1 (stereo unspecified)	72	87	70	58	42	90	71	77
Nc1c(C(=O)Nc2ccccc2F)sc2nc3c(cc12)CCC3	105	112	101	90	101	111	90	112
O=C(O)C(c1ccccc1)c1ccccc1O (stereo unspecified)	95	100	135	100	95	106	106	123
CSc1ccc(C(=O)C[n+]2cccc(C)c2)cc1	97	98	103	97	91	104	95	98
NS(=O)(=O)c1ccc(NCc2nc(NC(Cc3ccccc3)C(=O)O)c3ccccc3n2)cc1 (stereo unspecified)	98	97	99	88	91	101	95	87
CCOC(=O)c1ccncc1	113	116	99	98	95	109	101	101
CCN(CC)c1nc(SCC(=O)Nc2nc3ccc(C)cc3s2)nc(-c2ccccc2)c1C#N	103	97	98	85	76	93	68	83
O=C(C1CCCCC1)[C@@H]1[C@]2(C(=O)NC3CCCCC32)[C@@H]2CCCN2[C@@]12C(=O)NC1CCC(Cl)CC12 (stereo partly specified)	-66*[100 µM]	-78*[100 µM]	-83*[100 µM]	-51*[100 µM]	-69*[100 µM]	-92*[100 µM]	-95*[100 µM]	-44*[100 µM]
CCOc1ccccc1/C=C1\NC(=O)NC1=O	x	87	85	100	93	97	97	100
CCCCCCC(C)[N+](=O)[O-] (stereo unspecified)	92	99	102	89	101	99	107	96
O=C1c2ccccc2C(=O)N1CNc1ccc(Cl)cc1	106	101	20	86	66	79	30	103
CS(=O)(=O)c1ccc(-c2nc3ccccn3c2/C=N/NC(N)=O)cc1	109	105	89	94	91	103	97	101
FC(F)(F)c1ccc(-c2cnc(Cl)nc2NCCCC(F)(F)C(F)(F)C(F)(F)C(F)(F)C(F)(F)C(F)(F)C(F)(F)C(F)(F)F)cc1	108	125	x	92	90	113	106	103
Clc1ccc(Cn2cc(-c3nc4ccc(Br)nc4n3Cc3ccc(Cl)cc3)c3cccnc32)cc1	92	x	85	58	35	82	x	93
Fc1cc(-c2nnc3sc(COc4ccc(Cl)cc4Cl)nn23)c(Cl)cc1Cl	102	92	90	91	96	100	93	104
O=C(Nc1ccc2c(ccn2Cc2ccccn2)c1)c1cnccn1	106	102	98	98	101	x	90	104
C=C1C(=O)O[C@@H]2[C@H]3[C@H](COC(C)=O)[C@@H](OC(C)=O)C[C@H]3C(=C)[C@@H](O)C[C@@H]12	89	83	93	77	91	94	85	92
CCNC(=O)Oc1ccc(/C(=C(\C)c2ccccc2)c2ccc(OCCN3CCCCC3)cc2)cc1	47	-26*	57	26	24	65	52	58
CCOc1c(C#N)c(Nc2ccc(S(N)(=O)=O)cc2)c(C#N)c2nc(=S)ncn12	106	101	98	98	98	101	93	103
CC(C)CSc1nc(NCCO)c(C#N)c(-c2ccc(F)cc2)n1	120	112	93	90	86	96	98	94

Compound profiles, from the list above.
CCCCCCC(C)[N+](=O)[O-] (stereo unspecified) in the list: MALME-3M: 92; UACC-257: 99; LOX IMVI: 102; MCF7: 89; T-47D: 101; BT-549: 99; UACC-62: 107; HS 578T: 96
FC(F)(F)c1ccc(-c2cnc(Cl)nc2NCCCC(F)(F)C(F)(F)C(F)(F)C(F)(F)C(F)(F)C(F)(F)C(F)(F)C(F)(F)F)cc1 in the list: MALME-3M: 108; UACC-257: 125; LOX IMVI: x; MCF7: 92; T-47D: 90; BT-549: 113; UACC-62: 106; HS 578T: 103

Returning to the listing; the 3 compounds before the break are reprinted first.
SMILES	MALME-3M	UACC-257	LOX IMVI	MCF7	T-47D	BT-549	UACC-62	HS 578T
CCNC(=O)Oc1ccc(/C(=C(\C)c2ccccc2)c2ccc(OCCN3CCCCC3)cc2)cc1	47	-26*	57	26	24	65	52	58
CCOc1c(C#N)c(Nc2ccc(S(N)(=O)=O)cc2)c(C#N)c2nc(=S)ncn12	106	101	98	98	98	101	93	103
CC(C)CSc1nc(NCCO)c(C#N)c(-c2ccc(F)cc2)n1	120	112	93	90	86	96	98	94
COc1ccc(-c2[nH]c(=S)nc3c2c(N)nn3-c2ccccc2)cc1	99	105	x	89	96	102	90	106
NC(CO)C(=O)NNCc1ccc(O)c(O)c1O (stereo unspecified)	99	96	97	102	111	x	93	108
COc1cc(/C(C#N)=C/c2nc3c(N4CCOCC4)nc(Cl)nc3n2C)cc(OC)c1OC	35	66	8.2*	6.7*	34	21	2.8*	0.4*
O=[N+]([O-])c1cccc(-c2nc3sccn3c2-c2ccnc(NCCCNS(=O)(=O)c3ccc(Cl)cc3)n2)c1	63	48	35	33	6.5*	30	7.0*	81
Cc1cc(N2CCN(C(C(=O)O)c3ccc(F)cc3)CC2)n(-c2ccccc2)n1 (stereo unspecified)	102	105	95	92	73	106	97	107
Cc1nccc2c3ccc(OCc4cn(-c5ccccc5)nn4)cc3n(CCCc3ccccc3)c12	90	56	81	51	78	81	83	65
O=C(COCc1c(-c2ccccc2)no[n+]1[O-])Nc1ccc(C(=O)/C=C/c2ccc3c(c2)OCO3)cc1	123	93	68	92	94	96	98	101
NC(=O)N/N=C/C=C/c1ccccc1	97	113	101	96	x	x	x	89
Cc1ccc(N2CCN(C3=C(Cl)C(=O)c4ncccc4C3=O)CC2)cc1	53	30	-33*	-62*	-56*	103	29	80
CCOc1ccc(NC(C)=O)cc1	100&103	94&93	97&100	98&99	92&104	102&108	98&101	97&106
O=S(=O)(c1cc(Br)ccc1O)c1cc(Br)ccc1O	77	67	90	81	x	90	43	74
COc1ccc(-c2nc(N3N=C(c4ccc(N5CCOCC5)cc4)CC3c3ccc(OC)c(OC)c3)nc(N3CCOCC3)c2C#N)cc1 (stereo unspecified)	118	95	96	90	86	110	98	90
O=C1CC(Cl)C(=O)N1c1ccccc1 (stereo unspecified)	97&100	100&106	98&96	97&88	94&110	117&105	98&101	100&97
Clc1cncc(Nc2ncnc3ccc(-c4cccc(-c5nn[nH]n5)c4)cc23)c1	90	x	92	94	93	107	98	100
COc1ccc(C2=NN(C=O)C(c3sc(Cl)nc3Cl)C2)cc1 (stereo unspecified)	114	94	99	90	93	98	99	110
Nc1nc(OCc2ccccc2)c2[nH]cnc2n1	98	98	83	96	101	94	86	94
O=C(/C=C\c1ccc(C(=O)Nc2ccc(C3=NCCN3)cc2)cc1)Nc1ccc(C2=NCCN2)cc1	102	124	102	110	118	109	103	101
Cc1ccc(-c2nn(-c3ccccc3)cc2/C=C/C(=O)c2cc3ccccc3oc2=O)cc1	87	95	68	75	72	124	76	82
[O-][n+]1onc(-c2ccc(F)cc2)c1Nc1ccccc1Br	75	x	96	74	71	89	58	87
COc1ccc(-c2nc3ccc(-c4nnc(SCC(=O)Nc5ccc(Cl)cc5)o4)cc3[nH]2)cc1OC	98	98	28	82	73	100	37	79
COc1cc2c(cc1OC)-c1c(oc3c4c(ccc3c1=O)OC(C)(C)C=C4)CO2	93	55	63	49	39	53	61	100
NC(=S)Nc1ccccc1Cl	103	95	95	92	x	99	98	94
Cc1ccc2c(c1)C(C)Cc1c(Cl)nc(-c3ccccc3)nc1N2C (stereo unspecified)	89	95	95	93	89	x	84	97
c1ccc2c(c1)nc(-c1ccncc1)c1cccn12	130	110	101	109	107	119	106	x
N/C(=N\c1nc(-c2ccccc2)cc(=O)[nH]1)Nc1ccccc1	98	101	104	94	88	98	94	79
C=C1C[C@@H]2OC(=O)[C@H](C)C2[C@H](O)/C=C(/C)CC[C@H]1O (stereo partly specified)	104	91	101	96	82	97	103	104
CCOc1cc(CCNS(=O)(=O)c2ccc(C)cc2)c(C(C)=O)cc1OCC	98[100 µM]	78[100 µM]	87[100 µM]	95[100 µM]	66[100 µM]	73[100 µM]	59[100 µM]	x
C[C@H]1[C@H](C)CC[C@]2(C(=O)N3CCN(C)CC3)CC[C@]3(C)C(=CC[C@@H]4[C@@]5(C)C/C(=C/c6ccccn6)C(=O)C(C)(C)[C@@H]5CC[C@]43C)[C@H]12	102	95	x	84	84	90	72	97
C=C1c2c(C)nn(-c3ccc(OC)cc3)c2N(C)C23C[C@@H]1C1(C)c4c(C)nn(-c5ccc(OC)cc5)c4N(C)C(C)(C[C@H]12)C3 (stereo partly specified)	54	27	18	21	13	33	27	67
CCOc1nc(-c2ccccc2)cc2c(O)c(-c3nnco3)[nH]c(=O)c12	60	12	x	23	2.7*	42	57	68
